Screening results as filed in PubChem.
NCOA3 inh: SRC3 coactivator transcriptional activity inhibitors, primary screen, cell-based, luminescence | 360,000 tested, 0.17% active | AID 588352, 2011 | Nuclear receptor coactivator 3 (Homo sapiens), Q9Y6Q9 | inhibition, % at 3.6 µM | HEK293 GAL4-SRC3 luciferase reporter;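 active = inhibition above a per-campaign cutoff, the mean of all compounds plus 3 SD, cut at about 60% in these data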;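 also: 0% = DMSO-treated cells and 100% = gossypol-treated cells at 36 µM; higher means less SRC3-driven luciferase light from the GAL4 reporter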
TROY signal inh: inhibitors of TROY-driven NF-kB signaling, primary screen, Q293 LMP1-TROYcd cells, NF-kB luciferase, uHTS | AID 1347056, 2019 | Q293 LMP1-TROYcd NF-kB luciferase reporter, 4 h | inhibition, % at 10 µM | 360,000 tested, 0.98% active;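 active = compounds whose plate-normalised and pattern-corrected inhibition of the luciferase reporter signal at the single screening dose is 50% or more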
SRC2 inh: inhibition of GAL4-SRC2 driven luciferase reporter, primary screen, SRC2 inhibitor project, cell-based, luminescence | AID 651957, 2012 | inhibition, % at 9 µM | Nuclear receptor coactivator 2 (Homo sapiens), Q15596 | HEK293 GAL4-SRC2 luciferase reporter | 370,000 tested, 0.17% active;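 active = inhibition above the mean inhibition of all tested compounds plus 3 SD, set per campaign, cut at about 52% in these data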;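 also: 0% = DMSO treated cells and 100% = cells given Gossypol at 36 µM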
TLR9-MyD88 block: inhibitors of TLR9-MyD88 association in cells, primary screen, cell-based, CHO, BLA complementation, fluorescence. CCF4 FRET ratio. inhibition, % at 4.98 µM. 340,000 tested, 0.21% active. Toll-like receptor 9 (Homo sapiens) + Myeloid differentiation primary response protein …;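 active = inhibition above the mean over all tested compounds plus 3 SD, cut at about 21% in these data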;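 also: 0% = DMSO only wells and 100% = clavulanate BLA inhibitor control wells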
ABHD5-PLIN5 inh: ABHD5-PLIN5 interaction inhibitors, primary screen, cell lysate, split luciferase complementation, luminescence | Perilipin-5 (Homo sapiens) + 1-acylglycerol-3-phosphate O-acyltransferase ABHD5 (Homo … | Split G. princeps luciferase complementation, 4 h | inhibition, % at 4 µM | 360,000 tested, 0.78% active;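 active = inhibition above the mean inhibition across every tested compound plus 3 SD, cut at about 22% in these data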;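 also: 0% = DMSO only wells and the 100% control is not disclosed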
COUP-TFII inh: NR2F2 transcriptional activity inhibitors, primary screen, cell-based, luciferase reporter, HEK293T, luminescence; HEK293T NGFI-A luciferase reporter; 370,000 tested, 0.7% active; AID 686940, 2013; inhibition, % at 8.6 µM;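 active = inhibition above a per-plate cutoff, mean inhibition of test wells between control levels plus 3 SD, cut at about 38% in these data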;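 also: cells cotransfected with COUP-TFII expression vector driving the NGFI-A reporter; 0% = median of COUP-TF2 test wells and 100% = reporter-only cells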
TWEAK-Fn14 inh: inhibitors of TWEAK-Fn14 signaling, primary screen, luciferase reporter cells, uHTS | TWEAK-stimulated Fn14 reporter cells, luciferase luminescence, 8 h | inhibition, % at 10 µM | 360,000 tested, 2% active; in the data active = inhibition above about 50%
NOD2-RIPK2 inh: NOD2-RIPK2 binding disruptors in cells, primary screen, fluorescence, CHO cells, BLA complementation; AID 624267, 2012; CCF4 ratio; inhibition, % at 4.98 µM; Receptor-interacting serine/threonine-protein kinase 2 (Homo sapiens), O43353; 360,000 tested, 0.38% active; in the data active = inhibition above about 21%;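 also: 0% = vehicle only and 100% = reference blocker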
SRC1 inh: SRC1 coactivator transcriptional activity inhibitors, primary screen, cell-based, luminescence. Nuclear receptor coactivator 1 (Homo sapiens), Q15788. inhibition, % at 3.6 µM. HEK293 GAL4-SRC1 luciferase reporter. AID 588354, 2011. 360,000 tested, 0.12% active;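 active = inhibition above the campaign mean plus 3 SD, with each screening campaign given its own cutoff, cut at about 60% in these data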;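 also: 0% = DMSO treated cells and 100% = gossypol at 36 µM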
LRH-1 inv ag: LRH-1 (NR5A2) inverse agonists, primary screen, cell-based, luminescence, HEK293T, StAR-luciferase reporter; Nuclear receptor subfamily 5 group A member 2 (Homo sapiens), O00482; LRH-1 transfected, 24 h; inhibition, % at 3.6 µM; 360,000 tested, 0.13% active; AID 602396, 2012;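 active = inhibition above the mean inhibition of all tested compounds plus 3 SD, cut at about 73% in these data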;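 also: 0% = DMSO wells and 100% = reporter-only cells lacking LRH-1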
Granule exo inh: LAMP-1 surface exposure blockers, TALL-104 cells – cell-based, flow cytometry, MLPCN library, primary screen. TALL-104 LAMP-1 surface exposure; cells stimulated with thapsigargin and PMA. inhibition, % at 10 µM. 360,000 tested, 0.66% active;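 active = inhibition above about 55%, limit read from the data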
* hit, by the source's call; · = not tested or not shown. The list is partial (hit frequency here may not be typical).

SMILES	NCOA3 inh	TROY signal inh	SRC2 inh	TLR9-MyD88 block	ABHD5-PLIN5 inh	COUP-TFII inh	TWEAK-Fn14 inh	NOD2-RIPK2 inh	SRC1 inh	LRH-1 inv ag	Granule exo inh
Cc1cc(C)n(C2CC(=O)N(c3cccc(Cl)c3)C2=O)n1 (stereo not given)	6	-6	-8	3	4	17	-2	-14	5	0	-3
CCN(CC)CCN1C(=O)C(=O)/C(=C(/O)c2ccc(C)cc2)C1c1cccnc1 (stereo not given)	4	10	-48	-12	-7	1	1	4	-21	11	0
Nc1nnnn1/N=C/c1ccc(Br)cc1	-3	-16	-16	1	8	0	17	3	7	0	3
O=[N+]([O-])c1ccccc1CSc1ccccn1	8	-2	6	·	0	0	-25	-7	-5	-19	-10
O=[N+]([O-])c1ccc(-c2nc(-c3cccs3)c(-c3cccs3)[nH]2)cc1	26	66*	19	31*	3	12	79*	33*	-1	45	2
CC(CCc1ccccc1)NC(=O)c1ccncc1 (stereo not given)	4	7	7	4	-8	18	5	3	8	-1	-2
COc1cccc(CNC(=O)CCC2CCCN(Cc3cc(Cl)ccc3O)C2)c1 (stereo not given)	3	6	-13	2	-1	4	3	2	-4	5	2
COCCn1nnnc1C(c1ccc(OC)c(OC)c1)N1CCN(c2nc3ccccc3s2)CC1 (stereo not given)	15	5	-13	4	8	-12	2	-4	1	17	-4
COc1cc(C=CC(=O)c2cc(OC)c(OC)c(OC)c2)cc(OC)c1OC	64*	-7	68*	-5	17	16	65*	0	51	51	-4
O=C(NC1=NCCS1)c1ccccc1	-42	-33	-45	-13	0	-26	0	-1	-15	-24	-3
CCC(=O)Nc1c(C#N)c2nc3ccccc3nc2n1-c1ccc(C)cc1	14	3	24	6	-4	7	13	-4	-15	8	3
CCCCn1c(N)c(N(CCC(C)C)C(=O)COC(=O)c2cccnc2OCC)c(=O)[nH]c1=O	-9	4	14	0	-5	-4	10	-12	2	2	7
O=C1c2sc3nc4n(c(=O)c3c2CCC1Br)CCCCC4 (stereo not given)	-48	5	-47	-7	-14	-25	11	-6	-75	-48	-1
CCOC(=O)Cc1cc(=O)[nH]c(/N=C(\N)Nc2ccc(C)c(C)c2)n1	0	11	5	5	-6	1	-3	1	-23	-4	-3
COc1ccc(OCCSc2ncc(CO)n2C)cc1	-15	-2	-32	-2	-6	3	-15	-8	-14	-12	-2

Compound profiles, as listed above. Order of screens: NCOA3 inh | TROY signal inh | SRC2 inh | TLR9-MyD88 block | ABHD5-PLIN5 inh | COUP-TFII inh | TWEAK-Fn14 inh | NOD2-RIPK2 inh | SRC1 inh | LRH-1 inv ag | Granule exo inh
CCC(=O)Nc1c(C#N)c2nc3ccccc3nc2n1-c1ccc(C)cc1 is listed as 14 | 3 | 24 | 6 | -4 | 7 | 13 | -4 | -15 | 8 | 3
Cc1cc(C)n(C2CC(=O)N(c3cccc(Cl)c3)C2=O)n1 (stereo not given) is listed as 6 | -6 | -8 | 3 | 4 | 17 | -2 | -14 | 5 | 0 | -3

Carrying on:
SMILES	NCOA3 inh	TROY signal inh	SRC2 inh	TLR9-MyD88 block	ABHD5-PLIN5 inh	COUP-TFII inh	TWEAK-Fn14 inh	NOD2-RIPK2 inh	SRC1 inh	LRH-1 inv ag	Granule exo inh
CC1(C(=O)NS(=O)(=O)c2ccc3ccccc3c2)CCN1C(=O)Cc1ccc(-c2ccccc2)cc1 (stereo not given)	-28	0	-11	·	2	-12	13	13	-6	-8	-5
COc1ccc(Cl)cc1-n1c(C)ccc1C	13	-7	15	7	5	-4	1	3	-3	17	-4
CC(C)Oc1cccc(-c2cc(C(=O)N3CCN(S(C)(=O)=O)CC3)c3ccccc3n2)c1	0	13	-30	4	1	-10	25	5	-21	1	-1
CCOC(=O)C1=C(C)NC(SCC(N)=O)=C(C#N)C1c1ccccc1 (stereo not given)	1	5	-2	10	-1	-2	-21	-15	7	4	2
O=C(CCC(F)(F)F)N1CCC(CO)(CCc2ccccc2)CC1	-4	-26	-14	-4	-16	-10	-18	8	-36	-12	-7
CCN(CC(=O)NC1CCS(=O)(=O)C1)S(=O)(=O)c1cccc(C(C)=O)c1 (stereo not given)	-5	-10	-25	1	-1	1	9	5	0	-3	-1
CN1C(=S)SC(N(O)C(=O)Nc2ccccc2)C1(C)C (stereo not given)	18	-3	5	-2	0	-12	-5	-13	5	9	-3
O=C(CSc1nc(=O)n2ccccc2n1)N1CCCCCC1	-10	0	10	8	-14	-2	4	15	-42	1	-1
O=C1CN(C(=O)C2CCCC2)CCN1	-3	-5	-20	5	-1	9	-10	-8	-14	19	6
CCNC(=S)Nc1scc(-c2ccccc2)c1C(=O)OCC	3	11	-1	-4	-13	-2	13	4	-1	4	2
COc1ccc(S(=O)(=O)NNC(=O)c2csc(-n3nc(C)cc3C(F)(F)F)n2)cc1	14	-5	-6	0	-1	16	10	0	-8	5	-2
CCC(=O)NC(c1ccc(OC)cc1)c1c(O)ccc2ccccc12 (stereo not given)	17	26	7	9	-3	10	-2	-2	-3	9	-1
CCN(C(=O)CSc1nnnn1-c1cc(C)ccc1OC)C1CCS(=O)(=O)C1 (stereo not given)	-12	·	-25	-7	4	2	26	6	6	12	-3
COc1cc(C(=O)NCc2ncccc2C)ccc1OC1CCN(C(C)=O)CC1	3	2	17	-13	-11	7	9	6	-12	3	-2
Cc1ccc(SCC(=O)N(C)CC(=O)Nc2cccc(F)c2)c(C)c1	21	-12	11	14	-1	-11	-8	0	1	10	4
O=C(Nc1ccccc1N1CCCCC1)c1ccc(N2C(=O)c3ccccc3C2=O)cc1	5	11	-9	11	-2	15	5	-10	-47	14	-1
COc1ccc(C2(c3ccc(OC)cc3)NC(=O)N(CC(=O)Nc3ccc(OC)c(OC)c3)C2=O)cc1	4	9	16	1	-3	16	-12	7	15	6	4
O=C(NCc1ccc2c(c1)OCO2)C1CCN(S(=O)(=O)c2cccc3nsnc23)CC1	6	13	10	-1	-8	26	-7	-6	-16	2	2
CC1(C)OC(=O)C(=C2CCCN2)C(=O)O1	-14	2	9	-5	-2	-8	-8	0	-9	8	-1
Cc1cc(C(=O)N2CCCC(Nc3ccc(F)cc3)C2)n(C)n1 (stereo not given)	19	10	8	1	0	13	9	-7	-2	-8	-13
O=C(Nc1ccn(CCCN2CCN(Cc3ccc(F)cc3)CC2)c(=O)n1)OCc1ccccc1	9	26	2	4	2	9	2	-5	2	23	3
CCO[C@H]1OC(C(=O)Nc2ccccc2)=C[C@@H](c2ccc(C(F)(F)F)cc2)[C@@H]1CCCO	-6	3	-14	-1	-6	4	2	-2	-4	1	-3
CN(CC(=O)c1c(N)n(C)c(=O)n(C)c1=O)c1ccccc1	-2	7	3	2	0	-8	18	7	-16	-3	0
CSCCC1COC(c2cccs2)=N1 (stereo not given)	-11	-27	-7	1	-4	6	-7	-4	-9	18	-4
CCOc1cc(C=O)ccc1OCC(=O)NC(C)(C)C	20	-3	6	5	-6	-1	6	-6	-20	-8	-2
CCOc1ccc(NC(=O)NNC(=O)C(C)Oc2ccccc2OC)cc1 (stereo not given)	-10	-1	4	-3	5	8	9	-3	-33	-20	-4
COC(=O)C[C@H]1C=C[C@@H](NC(=O)NC2CCCCC2)[C@@H](CO)O1	·	·	4	·	6	-5	·	-5	·	16	3
CC[C@@]12C(=O)N(c3ccc(C)cc3)C(=O)N1[C@H](c1cccc(C)c1)[C@@H]1C(=O)N(Cc3ccccc3)C(=O)[C@@H]12	-9	-19	7	-10	-19	5	13	3	-4	-20	7
O=C(NC1CCCCC1)C1CCN(S(=O)(=O)c2cccs2)CC1	-15	11	-15	0	-1	-13	-12	0	-7	-15	2
CC(OC(=O)C1CC2CCCC(C1)C2=O)C(=O)Nc1cccc([N+](=O)[O-])c1 (stereo not given)	14	-2	0	9	-5	1	3	-1	6	9	7
CCCN(CCC)C1=N/C(=C\c2ccco2)C(=O)N1c1ccccc1	5	0	-13	-2	3	3	14	-2	-12	-13	2
C/C(=N\NC(=O)c1c[nH]c2ccccc12)c1ccc(C)o1	-32	-22	-39	-20	0	-42	-14	-14	-17	-81	1
Fc1ccc(NC(=S)N2N=CCC2c2ccccc2)cc1 (stereo not given)	-54	-38	-42	-3	-1	-14	-11	-2	-11	-74	-2
O=C1NC2=C(C(=O)CCC2)C(c2cccc([N+](=O)[O-])c2)N1 (stereo not given)	-3	15	13	-6	0	10	3	-7	1	13	-1
COc1ccc(NC(=O)CSc2nc3ccc(OC)cc3[nH]2)cc1	6	-12	-29	2	3	2	-16	6	-5	11	-2
Cc1cccc(-n2c(C)cc(/C=C3/C(=N)N4C(c5ccccc5)=CSC4=NC3=O)c2C)c1	4	-5	14	1	0	-13	-3	-4	-5	-14	-11
O=C(NCCc1ccc(F)cc1)c1cccc2c1C(=O)c1ccc(N3CCC(Cc4ccccc4)CC3)cc1S2(=O)=O	1	11	·	19	-4	·	20	0	0	-12	-2
CCOC(=O)Cc1csc(/N=C/c2c(O)n(-c3ccc(C)c(C)c3)c(=O)c3ccccc23)n1	-1	-30	-3	1	1	-13	6	-10	-1	-11	-2
O=C(CCc1ccccc1)Nc1nn[nH]n1	12	-12	3	10	1	7	-7	-11	-2	-4	0
CCSCc1nc(N)nc(NCCc2ccccc2)n1	-9	-35	-4	-3	0	-3	33	2	-5	-3	16
C=CCN=C(NC#N)SC	-7	12	8	-1	2	10	-16	-1	3	21	16
CCOC(=O)N1CCC(NC(=O)CN2C(=O)C(CC)Oc3ccc(C)cc32)CC1 (stereo not given)	12	8	-11	5	-1	-18	3	-14	3	5	0
COc1ccccc1NC(=O)Nc1ccccc1SC	18	13	-14	2	2	12	5	-18	2	2	-10
Cc1ccc2oc(=O)c3cc(C(=O)NCCCN4CCN(C)CC4)sc3c2c1	15	-12	-1	-10	8	15	-23	-4	6	-2	3
O=C(CCC1CCCN(C(=O)C2(c3ccccc3)CC2)C1)N1CCN(c2ccccn2)CC1 (stereo not given)	2	-21	-2	-2	3	23	-6	0	-13	10	11
COC(=O)c1ccccc1NC(=O)c1cc([N+](=O)[O-])nn1Cc1ccccc1	17	-8	21	0	6	-8	-4	5	-31	11	-1
CCCn1c(SCC(=O)N2c3ccccc3CCc3ccccc32)nc2c1c(=O)n(C)c(=O)n2C	-44	-3	1	-2	-2	-8	13	-12	1	7	-6
CC(CN1CCOCC1)C(=O)O (stereo not given)	-20	-18	-30	2	1	-6	5	-5	-13	-1	-2
CC(=O)N1N=C(c2c(-c3ccccc3)c3cc(Br)ccc3[nH]c2=O)CC1c1ccco1 (stereo not given)	21	26	-16	-8	21	6	40	8	7	-4	-5
